CYP2C9 activ – human CYP2C9 activators, primary screen, biochemical, luminescence. recombinant CYP2C9, luciferin-H conversion; stronger effect = higher value; factor 1 = untreated enzyme, 0 = blocked. activation factor at 5 µM. actives 1.4% (n = 96,000). AID 1024, 2008;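 active = activation factor of 2 or more for CYP2C9 at a 5 µM dose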;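 also: 0 = sulfaphenazole-blocked wells and 1 = vehicle-only wells; values of inactives mirror those of a sister screen read the other way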
Target sequence (P11712 whole entry, looked up): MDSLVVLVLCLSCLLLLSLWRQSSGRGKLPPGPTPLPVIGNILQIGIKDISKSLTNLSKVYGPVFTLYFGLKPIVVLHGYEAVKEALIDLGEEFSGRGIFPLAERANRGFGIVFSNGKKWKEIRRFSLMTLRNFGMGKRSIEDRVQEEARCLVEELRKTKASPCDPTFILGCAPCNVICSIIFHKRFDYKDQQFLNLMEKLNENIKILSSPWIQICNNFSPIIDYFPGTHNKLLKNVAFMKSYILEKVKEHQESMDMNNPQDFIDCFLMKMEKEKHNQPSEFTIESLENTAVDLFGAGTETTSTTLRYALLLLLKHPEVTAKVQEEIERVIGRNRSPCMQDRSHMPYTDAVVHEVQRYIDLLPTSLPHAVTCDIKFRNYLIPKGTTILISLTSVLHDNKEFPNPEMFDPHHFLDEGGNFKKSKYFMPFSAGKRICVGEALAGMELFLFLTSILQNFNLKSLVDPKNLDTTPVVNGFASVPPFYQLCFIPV
VCAM1 TNFa inh – inhibitors of TNFa-induced VCAM1 expression, primary screen, imaging, HUVEC, TNFa stimulus, immunofluorescence; HUVEC TNFa-induced VCAM-1 immunofluorescence, high-content imaging; inhibition, % at 2 µM; actives 0.48% (n = 95,000); AID 802, 2007;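 active = inhibition above the batch mean plus 3 SD, with images confirmed as a hit by eye, cut at about 37% in these data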;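 also: 0% = TNF-stimulated DMSO wells and 100% = unstimulated control wells; not every result past the cut was called active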
IL1B cytotox – cytotoxicity in IL-1B stimulated HUVEC, primary screen, cytotoxicity control for IL-1B NFkB translocation project, imaging, Hoechst nuclear count, IL-1B stimulus; HUVEC cell count loss; cell count reduction, % at 2 µM; actives 0.41% (n = 94,000); AID 845, 2007;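 active = cell count reduction more than 3 SD above the screen-wide mean, cut at about 70% in these data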;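 also: normalized per plate to untreated control cells as the no-loss baseline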
CYP2C19 inh – blockers of cytochrome P450 2C19 activity – biochemical, luminescence, ADME assay, primary screen | actives 21% (n = 96,000) | inhibition, % at 5 µM | CYP2C19 Supersomes, luciferin-H EGE luminescence, 30 min | P33261;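 active = CYP2C19 inhibition above a set limit at 5 µM in the primary screen, cut at about 50% in these data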;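 also: plate controls were negative control wells for no effect and 2.5 mM tranylcypromine positive control for full effect; values of inactives mirror those of a sister screen read the other way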
CYP2C19 activ – human CYP2C19 activators, primary screen, biochemical, luminescence | Cytochrome P450 2C19 (Homo sapiens), P33261 | AID 1025, 2008 | 96,000 tested, under 10 active | recombinant CYP2C19, luciferin-H EGE luminescence; stronger effect = higher value; 0 = fully inhibited enzyme, 1 = untreated enzyme | activation factor at 5 µM;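 active = activation factor of at least 2 at 5 µM in the primary screen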;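 also: 0 = wells with 2.5 mM tranylcypromine and 1 = vehicle-only wells; values of inactives mirror those of a sister screen read the other way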
hDAT+cocaine – changed hDAT dopamine uptake under cocaine IC80, either direction, primary screen, cocaine antagonist project, cell-based, LLC-PK1 hDAT, [14C]-dopamine uptake, MLSMR. B-score at 10 µM. LLC-PK1 hDAT cells, [14C]-dopamine uptake with cocaine IC80; actives deviate in either direction. actives 1.3% (n = 110,000). AID 449768, 2010. Sodium-dependent dopamine transporter (Homo sapiens), Q01959;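 active = Z score or B-score, a plate-position-corrected score, falls beyond the plate's 99.7% confidence bounds, in either direction; inactive = both scores lie inside the 99.7% bounds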;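 also: scored against the spread of the other compound wells on the same plate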
HUVEC tox TNFa – cytotoxicity in TNFa-stimulated HUVEC, primary screen, cytotoxicity control for VCAM1 expression modulator project, imaging, Hoechst nuclei count. cell count reduction, % at 2 µM. HUVEC TNFalpha-stimulated, Hoechst cell count. actives 0.17% (n = 93,000);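 active = cell count reduction exceeding the screen mean by over 5 SD, scaled to untreated wells per plate, cut at about 78% in these data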;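 also: cells counted after 24 h of TNF alpha exposure following the 1 h pretreatment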
CYP2C9 inh – blockers of cytochrome P450 2C9 activity – biochemical, luminescence, ADME assay, primary screen. inhibition, % at 5 µM. AID 777, 2007. P11712. actives 20% (n = 96,000). CYP2C9 Supersomes, luciferin-H conversion;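 active = blocking of liver enzyme CYP2C9 beyond about 50% at 5 µM, limit read from the data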; also: values of inactives mirror those of a sister screen read the other way
Calb biofilm kill – clotrimazole potentiators killing Candida biofilms, primary screen, with clotrimazole, Alamar Blue; AID 834, 2007; actives 0.14% (n = 85,000); C. albicans biofilm + clotrimazole; inhibition, % at 6 µM;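 active = inhibition above 20%; inactive = inhibition below 20%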;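 also: preformed 24 hr biofilms exposed to compound for 48 hr; 0% = biofilm without compound and 100% = blank killed by clotrimazole plus chlorhexidine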
* marks the source's active call; other numbers are inactive results; x = no result given.

compound,HUVEC tox TNFa,CYP2C9 activ,Calb biofilm kill,IL1B cytotox,CYP2C19 inh,CYP2C9 inh,VCAM1 TNFa inh,CYP2C19 activ,hDAT+cocaine
Cc1ccc(S(=O)(=O)NNC(=S)Nc2ccccc2)cc1,-2,0.6,6,8,28,35,2,0.7,-1.4
Cc1ccc(-c2cc(C(F)(F)F)n3ncc(C(=O)O)c3n2)cc1,-3,x,8,19,x,x,2,x,-0.11
COc1ccc(NC(=O)Nc2cccc(OC)c2)cc1,4,x,x,0,x,x,-8,x,-0.32
NC(=O)c1cc(S(=O)(=O)NC2CCCCC2)co1,-6,0.9,3,-4,21,7,4,0.8,-0.0094
CC(C)(C)NC(=O)NC(=O)COC(=O)CNC(=O)c1cccc(F)c1,-30,1,x,21,-14,-2,2,1.1,0.19
O=C1CC(O)(C(F)F)Oc2ccc3ccccc3c21 (stereo unspecified),7,0.4,7,-15,85*,60*,33,0.2,-0.29
O=C(OCc1ccccc1Cl)c1cccnc1Cl,-1,1.8,x,10,29,-84,6,0.7,-0.41
Oc1ccc(CNCC2COc3ccccc3O2)cc1 (stereo unspecified),0,1,x,13,56*,1,-14,0.4,0.46
CC1CCCCN1S(=O)(=O)c1ccc(NC(=O)CSc2nnnn2C)cc1 (stereo unspecified),x,0.7,4,x,4,28,x,1,-0.99
Cc1cccc(NC(=O)CN2CCCN(S(=O)(=O)c3ccc(Br)s3)CC2)c1,-11,0.9,7,1,67*,12,3,0.3,-1.4
Cn1c(SCc2ccc(F)cc2)nnc1-c1ccccn1,1,0.9,6,3,88*,5,9,0.1,-0.039
CCOC(=O)N1CCC(Nc2c(Nc3ccc(C)c(C)c3)c(=O)c2=O)CC1,-5,1,6,26,-13,-2,-4,1.1,-0.88
CCOc1cc(C(=S)N2CCOCC2)ccc1OC,-5,0.9,1,7,25,13,15,0.8,1.1
CC(=O)c1ccc(OCC(C)C)c(CC(C(N)=O)C(N)=O)c1,x,0.9,6,x,3,7,x,1,-1.5
Cc1nnc(NCc2n[nH]c(=O)c3ccccc23)c2ccccc12,x,0.9,x,x,22,6,x,0.8,-0.12
COC(=O)c1cccc(S(=O)(=O)N(Cc2ccco2)Cc2cc3ccc(OC)cc3[nH]c2=O)c1,61,0.5,5,4,19,52*,87*,0.8,-0.43
CN1CCN(c2ccccc2NC(=O)COc2ccc(Br)cc2)CC1,-2,0.2,4,29,48,80*,6,0.5,0.19
Cc1ccc(-c2nc(C)sc2CC(=O)NCc2ccco2)cc1,7,0.6,7,29,56*,42,-26,0.4,-1.5
O=c1cc(CN2CCOCC2)nc(C2CC2)[nH]1,4,1.1,x,-26,-15,-12,-5,1.1,-7.2*
CCS(=O)(=O)NCc1ccc2[nH]c3c(c2c1)CCCC3,-10,0.3,x,9,38,74*,-4,0.6,-1.4
CCCOC(=O)CC1C(=O)NCCN1Cc1ccc(F)cc1 (stereo unspecified),-23,0.9,11,-10,19,6,13,0.8,x
Cc1cc(C)c2c(c1)/C(=N/NS(=O)(=O)c1ccccc1)CCC2,2,0.9,x,2,1,7,-12,1,-1.6
Cc1nc2ccccc2c(=O)n1/N=C/c1ccccc1,-2,0.8,x,1,41,18,-6,0.6,0.045
O=C(Nc1nc2ccc(S(=O)(=O)N3CCCCC3)cc2s1)c1cccnc1,-18,0.7,9,-8,7,33,6,0.9,0.56
N/C(Cc1ccc(Cl)cc1Cl)=N\OC(=O)c1cccs1,-15,0.6,x,1,54*,44,12,0.5,-0.63
NC(=O)NC(=O)CSc1cccc(C(F)(F)F)c1,-19,x,x,12,x,x,0,x,0.46
CC(NC(=O)COc1ccccc1)C(c1ccccc1)N1CCN(C)CC1 (stereo unspecified),x,0.9,7,x,46,14,x,0.5,-0.0038
COc1cccc(C2=NOC(C(=O)Nc3ccc(C(C)=O)cc3)C2)c1 (stereo unspecified),-4,0.8,2,11,16,22,-12,0.8,1.3
CN(C(=S)Nc1ccccc1F)C1(c2ccccc2Cl)CCCCC1=O (stereo unspecified),-25,1,9,-6,82*,3,1,0.2,-2
O=C(Cn1cnc2ccccc2c1=O)NCCC(=O)N1CCN(Cc2ccccc2)CC1,7,0.6,11,8,2,40,-6,1,0.13
C(=N\n1cnnc1)/c1cn(Cc2ccccc2)c2ccccc12,x,0.3,7,x,85*,66*,x,0.2,-0.0035
C=CCOc1ccc(C2/C(=C(\O)c3ccc(F)cc3)C(=O)C(=O)N2CCCN(C)C)cc1 (stereo unspecified),-16,1,6,-14,-6,-4,16,1.1,0.44
CCOC(=O)COn1c(=O)c(=O)n(O)c2ccccc21,x,0.1,5,x,99*,90*,x,0,0.68
Cn1c2c(c(=O)n(C)c1=O)CN(CC1CCCO1)CN2 (stereo unspecified),-8,1.2,0,-17,-18,-17,-8,1.2,-1.9
CCOc1ccc(Cc2nnc(N)s2)cc1OCC,5,1.1,6,2,16,-5,17,0.8,-0.72
CCCn1c(SCC(=O)NC2CCCC(C)C2C)n[nH]c1=O (stereo unspecified),-4,1,3,19,-6,0,4,1.1,-0.87
Cn1c(NCC(O)c2ccccc2)nc2c1c(=O)n(Cc1ccc(Cl)c(Cl)c1)c(=O)n2C (stereo unspecified),-8,x,2,-36,x,x,13,x,1.5
CCOC(=O)CCNc1n[nH]c(=O)[nH]c1=O,-20,1.1,6,-24,-13,-13,5,1.1,-0.9
C=CCn1c(N)c(S(=O)(=O)c2cccs2)c2nc3ccccc3nc21,-15,0.1,1,-38,80*,86*,-7,0.2,0.7
CCN(CC)CC(=O)Nc1ccc(C)cc1Br,17,0.4,7,-14,50,62*,18,0.5,1.3
Cc1ccc(OCC(=O)NNC(=O)c2cc3ccccc3o2)cc1,-15,0.8,x,-16,-5,18,5,1.1,0.095
Cc1oc(CC(C)C)c(CN2CCCC2)c1C(=O)O,-28,1.2,1,-16,-16,-18,7,1.2,-0.25
C=CCNC(=S)NNC(=O)c1ccc(OCC)cc1,-7,0.9,x,8,1,6,0,1,x
COc1cccc(OCc2nnc(SCC(=O)OCc3ccccc3)o2)c1,-14,0.4,7,-3,76*,62*,-2,0.2,-0.19
CCOC(=O)c1sc(=S)n(-c2ccc(Cl)cc2)c1C,-9,x,4,-2,x,x,-21,x,-0.41
COc1ccc(S(=O)(=O)N(C)CC(=O)O)c2ccccc12,-4,0.7,3,-27,8,28,-1,0.9,1.4
Cc1cccc(NC(=O)Cn2nnc(C(=O)NCc3cccs3)c2N)c1C,-31,0.8,x,2,-1,16,5,1,-0.9
O=C1C2ON(c3ccccc3)C(c3cccnc3)C2C(=O)N1Cc1ccccc1 (stereo unspecified),8,0.1,0,-3,100*,88*,-10,0,0.061
COc1nc(NCc2ccc(Cl)cc2)nc(OC)n1,-23,0.9,0,-14,58*,10,-2,0.4,-0.62
CCCC(C)NS(=O)(=O)c1ccccc1 (stereo unspecified),-46,0.5,5,-17,86*,54*,-46,0.1,-1.3
Fc1ccc(-c2nnc3sc(C4COc5ccccc5O4)nn23)cc1 (stereo unspecified),-21,0.7,5,-6,4,31,-9,1,-0.56
COCCn1c(SCC(=O)c2ccc3c(c2)OCCO3)nnc1C(C)C,-6,1,2,0,21,-1,14,0.8,-1.3
O=C(Nc1ccccc1C(=O)OCC(=O)N1CCc2ccccc2C1)c1ccco1,1,0.1,0,-5,65*,87*,0,0.3,0.94
COc1ccc(OC)c2[nH]c(=O)c(CCNS(=O)(=O)c3ccc(C)cc3)cc12,-44,0.3,8,-70,31,68*,1,0.7,x
CCN(CC)CCN1C(=O)C(=O)/C(=C(/O)c2c(C)[nH]c(C(=O)OC)c2C)C1c1ccccc1 (stereo unspecified),-7,1.1,x,x,-4,-12,-6,1,-1.3
O=C(NNS(=O)(=O)c1ccc(Cl)cc1)C1CCN(Cc2ccccc2)CC1,-18,0.8,x,-32,6,16,19,0.9,-0.0061

New compounds follow
compound,HUVEC tox TNFa,CYP2C9 activ,Calb biofilm kill,IL1B cytotox,CYP2C19 inh,CYP2C9 inh,VCAM1 TNFa inh,CYP2C19 activ,hDAT+cocaine
O=C(Nc1ccccc1)N1CCC(C(=O)N(Cc2ccco2)Cc2cccs2)CC1,-16,0.7,-2,5,18,30,-1,0.8,0.62
Cc1c(NC(=O)c2ccc3c(c2)C(=O)N(CC2CCCO2)C3=O)cccc1C(=O)O (stereo unspecified),-19,1,x,-54,11,1,9,0.9,x
Oc1cnn(-c2ccccc2)c1,1,1.2,x,-7,0,-16,5,1,-1.8
CC(C)NC(=O)c1ccc2c(=O)n(Cc3ccco3)c(=S)[nH]c2c1,-18,1,11,7,-1,-1,1,1,0.19
Cc1ccc(S(=O)(=O)NCC(=O)N(CC(=O)NC2CCCC2)c2ccc3c(c2)OCCO3)cc1,-12,0.4,9,23,48,61*,5,0.5,0.68
O=C(NC1=NCCS1)c1cccs1,-9,0.9,1,-25,6,5,9,0.9,-0.18
